CHO-K1 Ca antag: nonselective inhibitor or artifact in parental CHO-K1 cells; 360,000 tested, 0.6% active; ATP-induced calcium, Fluo-8 fluorescence; inhibition, % at 3 µM;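 active means inhibition above a per-plate cutoff, the plate's mean sample inhibition plus 3 SD, cut at about 24% in these data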;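 further: 0% = DMSO plus EC80 ATP and 100% = DMSO alone without ATP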
M1 PAM parental: M1 PAM counterscreen hit in parental CHO-K1 cells | 360,000 tested, 0.02% active | activation, % at 3 µM | AID 602247 | ATP EC20, Fluo-8 calcium fluorescence; 0% at ATP EC20, 100% at ATP max;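 active means activation above the run cutoff, the mean activation of all test compounds plus 3 SD, cut at about 40% in these data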;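 further: peak over basal fluorescence ratio in a 140 s read after ATP addition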
TAAR1 antag: human TAAR1 antagonism; Q96RJ0; CHO RD-HGA16 TAAR1, Fluo-8 calcium fluorescence, antagonist; inhibition, % at 3 µM; 360,000 tested, 1.5% active; AID 624466;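 active means inhibition above a per-plate cutoff, the mean inhibition of test compounds on that plate plus 3 SD, cut at about 49% in these data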;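 further: 0% = DMSO plus EC80 beta-PEA response and 100% = DMSO alone without agonist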
Target sequence (Q96RJ0 whole entry, looked up): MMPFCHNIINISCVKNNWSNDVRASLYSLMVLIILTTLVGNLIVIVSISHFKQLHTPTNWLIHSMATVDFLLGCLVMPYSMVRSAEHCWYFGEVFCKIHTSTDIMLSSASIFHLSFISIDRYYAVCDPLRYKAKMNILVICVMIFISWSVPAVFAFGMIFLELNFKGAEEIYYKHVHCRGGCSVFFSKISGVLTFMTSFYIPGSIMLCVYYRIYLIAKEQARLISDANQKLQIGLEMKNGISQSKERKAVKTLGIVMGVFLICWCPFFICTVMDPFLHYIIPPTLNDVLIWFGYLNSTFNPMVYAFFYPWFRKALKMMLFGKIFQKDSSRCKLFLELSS
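Test system – hTAAR1-expressing CHO RD-HGA16 cells, Gα16-coupled · Reagent – β-PEA at EC80 concentration, post-compound challenge · Compound dosing – 3 µM, single point · Timing – 140 s kinetic read after compound, 140 s after agonist · Detection – Fluo-8 intracellular calcium dye fluorescence, real-time kinetic reads · Control set – DMSO and EC80 PEA controls · Repeats – n of 1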
M1 antag: human CHRM1 antagonism; P11229; CHO-K1 hM1, Fluo-8 calcium fluorescence, ACh EC80 antagonist; inhibition, % at 3 µM; 360,000 tested, 1.3% active; AID 588852;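 active means percent inhibition above its own plate's cutoff, namely the mean of that plate's compound wells plus 3 SD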;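 further: peak over basal fluorescence ratio during 140 s after agonist addition; 0% = ACh EC80 plus DMSO and 100% = DMSO alone without agonist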
Target sequence (P11229 whole entry, looked up): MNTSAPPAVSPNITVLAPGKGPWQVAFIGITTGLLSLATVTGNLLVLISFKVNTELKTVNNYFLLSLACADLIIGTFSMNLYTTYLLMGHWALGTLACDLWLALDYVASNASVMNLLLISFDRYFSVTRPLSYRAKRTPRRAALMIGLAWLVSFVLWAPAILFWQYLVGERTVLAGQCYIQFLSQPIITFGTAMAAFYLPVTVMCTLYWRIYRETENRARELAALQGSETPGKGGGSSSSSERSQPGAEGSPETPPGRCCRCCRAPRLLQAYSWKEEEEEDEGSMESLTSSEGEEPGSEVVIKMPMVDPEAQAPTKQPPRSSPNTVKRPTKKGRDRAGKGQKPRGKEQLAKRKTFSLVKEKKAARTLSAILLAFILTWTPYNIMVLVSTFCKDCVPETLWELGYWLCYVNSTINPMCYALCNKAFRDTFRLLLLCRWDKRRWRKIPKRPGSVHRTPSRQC
TAAR1 agonist: human TAAR1 agonism. activation, % at 3 µM. 360,000 tested, 0.99% active. Q96RJ0. CHO RD-HGA16 TAAR1, Fluo-8 calcium fluorescence; vehicle wells 0%, saturating PEA agonist 100%;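 active means activation above the mean activation of all test compounds in the run plus 3 SD, cut at about 38% in these data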
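System: CHO-derived RD-HGA16 cells with stable Gα16 and human TAAR1. Times: 17-24 h plating, Fluo-8 75 min 37 °C, 30 min RT. Measured by: calcium-sensitive Fluo-8 signal, excitation 470-495, emission 515-575 nm. Read-out basis: % activation relative to PEA EC100 response. Control set: DMSO and PEA EC100. Repeats: no replicates (n 1).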
M1 ag: human M1 muscarinic receptor agonism; P11229; CHO-K1 hM1, Fluo-8 calcium fluorescence, agonist mode; 0% DMSO, 100% acetylcholine EC100; activation, % at 3 µM; 360,000 tested, 0.33% active;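 active means activation above the run's mean compound activation plus 3 SD, cut at about 16% in these data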;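 further: peak over basal fluorescence ratio within a 140 s kinetic read after compound addition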
CHRM1 PAM: potentiates human M1 receptor response to acetylcholine; CHO-K1 hM1, Fluo-8 calcium fluorescence, ACh EC20; 0% = ACh EC20, 100% = maximal ACh; activation, % at 3 µM; 360,000 tested, 0.088% active; AID 588819; in the data active means activation above about 19%, passing the limit was not always enough
M1 ag parental: counter-screen for M1 agonists: effect in parental CHO-K1 cells; Fluo-8 calcium fluorescence; scaled to maximal ATP response, vehicle zero; activation, % at 3 µM; 360,000 tested, 0.48% active; AID 602248; in the data active means activation above about 15%;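 further: untransfected CHO-K1 host cells lacking M1 receptor as counterscreen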
CHO parental Ca: signal in parental CHO cells, OX1R antagonist counter-screen; parental CHO-K1, ATP-induced calcium, Fluo-8 fluorescence; inhibition, % at 5.6 µM; 330,000 tested, 0.63% active; AID 463079;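 active means inhibition above that plate's mean sample inhibition plus 3 SD, cut at about 26% in these data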;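 further: 0% = ATP-challenged DMSO wells and 100% = DMSO wells without ATP; some compounds past the cut are filed as inactive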
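Test system: untransfected parental CHO cell line. Compound: one dose, 5.6 µM nominal. Detection: intracellular calcium via Fluo-8 no-wash fluorescent dye. Measure: % inhibition. Benchmarks: ATP-challenged DMSO wells low, unchallenged DMSO wells high.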
An asterisk follows results filed as active; · = no result given.

SMILES	M1 ag	TAAR1 antag	TAAR1 agonist	CHO-K1 Ca antag	CHRM1 PAM	M1 PAM parental	M1 antag	CHO parental Ca	M1 ag parental
Cc1sc2ncn(CC(=O)NCC3COc4ccccc4O3)c(=O)c2c1S(=O)(=O)N1CCOCC1 (stereo not given)	-6	-1	5	-1	8	16	-5	-1	0.7
Cc1ccc(NC(=O)NNC(=O)COc2ccc(Cl)cc2)cc1	1	-19	1	0	9	2	-3	3	-0.7
COc1ccc(C(=O)NCC(=O)OCc2csc(-c3ccccc3)n2)cc1	-10	-5	4	4	3	17	-9	-25	0.2
C/C(Cc1ccccc1)=N\NC(=O)c1cccnc1	-4	12	1	-14	4	28	-8	1	1.0
CC(=O)c1cccc(NC(=O)N2CC(C)OC(C)C2)c1 (stereo not given)	-1	0	1	1	9	3	-14	0	0.3
CC(=O)c1cccc(NC(=O)c2cc3ccccn3n2)c1	-1	5	2	2	4	-4	-8	-13	1.2
CC(C)CCN(N=O)[C@@H](Cc1ccccc1)CN(N=O)[C@@H](Cc1ccccc1)CN(C)N=O	-6	10	14	-19	5	11	1	-23	0.1
Cc1ccc(C)c(SCC(=O)Nc2oc(C)c3c(C)n[nH]c(=O)c23)c1	-1	-10	3	-5	2	-4	0	-25	1.5
O=C(Nc1cccc([N+](=O)[O-])c1)Nc1cccc([N+](=O)[O-])c1	5	-8	12	23	-5	-5	13	34*	12
COc1cc2c3c(n(C)c(=O)c2cc1OC)-c1cc2c(cc1C3=O)OCO2	-2	·	·	-7	1	3	-2	·	1.0
COCCNC(=O)C1CC2Cn3c(nc4cc(C)c(C)cc43)C2N1C (stereo not given)	-3	19	6	-13	15	17	-18	-4	0.8
COc1ccccc1NC(=O)COC(=O)c1c(NC(C)=O)sc(C)c1C	-6	-5	1	-1	-1	7	-10	·	1.0
Cc1cccc(OCCNC(=O)c2ccc(Cl)c(S(=O)(=O)NCc3cccnc3)c2)c1	-2	-8	6	-20	3	2	-5	-14	2.1
O=C1C2C(C(=O)N1Cc1ccco1)C1C=CC2C12CC2 (stereo not given)	-7	-17	0	-8	10	6	-13	-2	-0.2
CNC(=O)Nc1cccc(-c2cc(-c3c(Cl)cccc3Cl)no2)c1	1	-5	11	-4	3	1	-3	-11	2.9
CCO[C@@H]1OC(C(=O)Nc2ccccc2)=C[C@H](c2ccc(C(F)(F)F)cc2)[C@H]1CCCO	-8	29	14	0	-18	10	23	-18	5.6
CCN(CC)CCn1c(=N)n(CC(=O)c2ccc(Br)s2)c2ccccc21	-8	-20	10	-10	-21	23	34	-24	1.2
N#Cc1ccc(CSC2=NCCN2)cc1	-16	-2	2	-5	7	9	-3	2	-0.4
C=CCNC(=O)/C=C/c1ccc(C(C)C)cc1	-3	-1	-3	-8	8	19	-4	-2	-0.2
O=C(OCC(=O)N1CCc2ccccc2C1)c1ccc(O)cc1	-1	-4	8	-10	4	6	-5	-3	1.7
COC(=O)c1ccccc1SC1CC(=O)N(c2cccc(C)c2)C1=O (stereo not given)	-7	-3	5	-4	6	10	-3	-8	0.1
O=C(NNS(=O)(=O)c1ccc(Br)cc1)c1csnn1	-1	6	-1	14	5	-5	10	·	-0.6
COc1ccc(C2(CNC(=O)c3cccc([N+](=O)[O-])c3)CCOCC2)cc1	-10	7	0	8	-2	-3	4	-3	-0.1
O=C(NCc1ccccn1)C(=O)NCc1ccccn1	-5	-12	15	-10	10	15	-6	-1	0.4
O=C(NN1CCOCC1)c1ccc(Cl)c([N+](=O)[O-])c1	0	-8	0	4	3	-7	-3	10	0.5
COc1ccc(/C=C2\SC(=S)N(CCCCCC(=O)Nc3cc(C)on3)C2=O)cc1OC	-3	-19	0	6	8	-3	-9	-11	0.2
COc1ccc(CCNC(=O)c2cc(-c3cc(C)ccc3O)n[nH]2)cc1OC	-1	47	10	-2	-3	13	7	-11	3.4
Cc1c(C(=O)Nc2ccc(Cl)cc2)c2ccccn2c1C(=O)c1ccc(F)cc1	-2	-13	4	-4	7	15	-11	0	0.6
COC(=O)CCC(C)N1CCC(Oc2ccc(C(=O)N3CCCC3)cc2)CC1 (stereo not given)	-5	-23	1	-7	-1	12	7	-10	1.1
CN(C)c1cccc(NC(=O)c2ccco2)c1	0	9	-1	-6	14	12	-11	-13	-0.1
N#CCCN(C(=O)Cn1nc(C(=O)O)c2ccccc2c1=O)c1ccccc1	-3	6	0	-23	-5	-14	8	-21	1.6
O=C(Oc1ccc2ccccc2c1)c1ccccc1	-4	-7	19	1	0	-3	-2	-5	0.1
CC1(C)CC(=O)N(c2ccc(Cl)cc2Cl)C(=O)C1	-5	-5	7	0	4	-1	3	-10	1.7
Fc1ccccc1CSc1nncn1NC/C=C/c1ccccc1	-4	10	18	-6	7	19	1	-25	1.2
C#CCSc1nnnn1-c1ccc(OCC)cc1	-3	-34	0	-10	-2	-4	6	-11	3.9
CC(=O)NCC(=O)OCC(=O)N1c2ccccc2Sc2ccccc21	-3	5	3	-15	12	26	-13	1	1.2
Oc1ccccc1-c1cc(C(F)(F)C(F)F)nc(-c2ccccc2)n1	-1	5	9	-11	-5	13	9	-11	0.3
O=C(CCN1C(=O)/C(=C/c2ccc(F)cc2)SC1=S)NC1C=CS(=O)(=O)C1 (stereo not given)	0	-9	5	-12	2	-4	-2	-13	0.9
CN(CCNC(=O)CN1C(=O)CSc2ccc(S(=O)(=O)N3CCCC3)cc21)Cc1ccccc1	-16	8	2	3	-11	-14	-2	-25	-0.3
COc1cc2ccccc2cc1C(=O)Nc1cc(C)ccn1	-4	14	-2	11	4	-21	4	-24	0.2
C=CCN1C(=S)CC(c2ccccc2)=Nc2ccccc21	-4	15	-2	-4	-2	-8	-2	·	0.1
Cc1ccc(-c2noc(CCC(=O)NC3CCCC3)n2)cc1	-1	-3	0	-6	0	6	4	-8	3.1
C(=N\N1CCN(c2ccccc2)CC1)/c1ccccc1	-4	-10	1	-3	6	-4	-15	0	0.4
CCOC(=O)c1cnc2ccc(OC)cc2c1NCCc1ccc(OC)c(OC)c1	-4	-1	7	-17	-4	27	1	-16	2.1
CCOC(=O)c1ccc(-c2ccc(N3C(c4cccc(OC)c4)=Cc4ccc(F)cc4C3CC(C)=O)cc2)cc1F (stereo not given)	·	-14	1	-19	·	2	·	·	1.1
Cc1ccc(Cl)c(OCC(=O)Nc2ccc3c(c2)OCCO3)c1	-5	4	19	-13	-1	23	-3	-25	3.2
COc1cccc(NC(=O)CN(C)C(=O)CNC(=O)c2ccc3ccccc3c2)c1	-2	8	1	1	5	-7	-8	-8	0.6
Cc1ccc(S(=O)(=O)N(C)[C@H]2C[C@H]3c4[nH]c5ccccc5c4CCN3C[C@H]2[C@H](C)O)cc1	-8	-26	2	4	2	7	-3	·	0.7
C=CCOc1ccccc1/C=N/O	-2	-2	14	-20	1	5	0	-6	0.3
Cc1ccc2cc(CCNC(=O)C(=O)c3c[nH]c4ccccc34)c(=O)[nH]c2c1	-2	44	16	-4	6	13	-3	-13	0.9
CC(C)CC(=O)Nc1ccc2c(c1)OCO2	-3	3	2	22	-12	-10	13	-11	4.1
Cc1nc2nc(C)c(CCC(=O)N3CCc4ccccc43)c(C)n2n1	-4	9	8	-2	4	-5	0	-18	0.4
O=C(CSc1nc2ccccc2[nH]1)NC(=O)NCc1ccco1	1	5	0	2	10	-5	-26	-7	0.0
O=C(O)CC(c1ccc(Cl)cc1)n1cccc1 (stereo not given)	-4	0	9	5	0	6	2	-3	3.9
CCOC(=O)c1ccc(N2C(=O)CC(N(Cc3ccc4c(c3)OCO4)C(=O)Nc3ccccc3)C2=O)cc1 (stereo not given)	-6	10	14	-7	-4	5	11	-19	1.1
COc1cc(NC(=O)CSc2cc(C)c3cc(C)cc(C)c3n2)c(C(=O)O)cc1OC	-3	-5	1	-8	2	5	-1	-2	0.3
COc1ccc(NC(=O)CN(C)S(=O)(=O)c2ccc3c(c2)CCC(=O)N3)c(OC)c1	-1	-18	2	-8	7	17	-15	-1	0.3
Cc1ccc(N2C(=O)c3ccc(N)cc3C2=O)cc1	-3	5	0	4	-5	19	13	-2	0.1
Cc1c(Cl)cccc1NC(=S)NCc1ccc(Cl)cc1	2	16	14	18	-18	-4	13	13	5.0
NS(=O)(=O)c1ccc(CNC(=O)c2ccc3c(=O)n4c(nc3c2)CCC4)cc1	-2	-20	4	-14	1	-3	0	6	0.8

3 compounds out of the list, arranged by SMILES length, ascending:
SMILES	M1 ag	TAAR1 antag	TAAR1 agonist	CHO-K1 Ca antag	CHRM1 PAM	M1 PAM parental	M1 antag	CHO parental Ca	M1 ag parental
O=C(O)CC(c1ccc(Cl)cc1)n1cccc1 (stereo not given)	-4	0	9	5	0	6	2	-3	3.9
Cc1ccc(N2C(=O)c3ccc(N)cc3C2=O)cc1	-3	5	0	4	-5	19	13	-2	0.1
Cc1ccc(Cl)c(OCC(=O)Nc2ccc3c(c2)OCCO3)c1	-5	4	19	-13	-1	23	-3	-25	3.2

Other entries
SMILES	M1 ag	TAAR1 antag	TAAR1 agonist	CHO-K1 Ca antag	CHRM1 PAM	M1 PAM parental	M1 antag	CHO parental Ca	M1 ag parental
Oc1[nH]c2ccccc2c1N=Nc1nc2ccccc2s1	-4	-7	7	-2	7	11	-5	5	0.6
Cc1ccc(NS(=O)(=O)c2cc3c4c(cccc4c2)C(=O)NC3=O)cc1	-5	4	9	18	-7	1	3	-24	-1.0
CN(CC(=O)Nc1ccc(N2CCOCC2)cc1)Cc1cc(=O)n2ccsc2n1	-6	2	0	-8	8	5	-5	-3	0.4
COc1ccc(/C=N/NC(=O)CCn2nnc3ccccc32)cc1	-3	4	2	-14	2	19	-7	-19	3.0
O=C(O)CC1(CC(=O)Nc2ccc(F)c(Cl)c2)CCCCC1	4	2	1	-7	17	11	-6	1	3.4
CCC(C)(C)NC(=O)CN(C(=O)CNS(=O)(=O)c1ccccc1)c1ccccc1	-2	8	11	-11	9	16	-38	-24	0.5
O=C(Nc1nc(-c2ccc(-c3ccccc3)cc2)cs1)C1=COCCO1	-5	8	1	-9	7	13	2	0	0.5
Cc1cccc(C(=O)OCC(=O)c2c(N)n(CC(C)C)c(=O)n(C)c2=O)c1O	1	34	10	-2	-5	-5	-5	1	3.3
CC(C)NC(=O)c1ccccc1N(Cc1ccccc1)S(C)(=O)=O	-3	-12	1	-16	5	-1	-4	-6	0.1
CCOC(=O)C1(Cc2ccccc2C(F)(F)F)CCN(C2CCSC2)CC1 (stereo not given)	-10	-9	14	-1	4	2	-9	-24	0.0
c1ccc2[nH]c3cc4ncnc4cc3nc2c1	-2	-6	21	8	9	10	-5	4	2.1

As entered above:
For CHO parental Ca, O=C(Nc1nc(-c2ccc(-c3ccccc3)cc2)cs1)C1=COCCO1 is entered as 0
For CHRM1 PAM, CCOC(=O)C1(Cc2ccccc2C(F)(F)F)CCN(C2CCSC2)CC1 (stereo not given) is entered as 4

Screening results: PubChem BioAssay, The Scripps Research Institute Molecular Screening Center
